VIM-2 inhibitor = VIM-2 metallo-beta-lactamase inhibitors, primary screen, biochemical, epi-absorbance readout, Pseudomonas aeruginosa enzyme; purified VIM-2, nitrocefin hydrolysis, epi-absorbance fluorescence; inhibition, % at 5.6 µM; actives 0.89% (n = 290,000); AID 1527, 2009;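 active means inhibition above the mean of all tested compounds plus 3 SD, cutoff set per screening run, cut at about 7.5% in these data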;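 further: red hydrolysis product quenches plate fluorescence so inhibitors raise well fluorescence; 0% = enzyme with DMSO and 100% = DMSO without enzyme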
PHOSPHO1 block = PubChem AID 1565 | Phosphoethanolamine/phosphocholine phosphatase (Homo sapiens), Q8TCT1 | recombinant PHOSPHO1, absorbance phosphatase assay | inhibition, % at 13.3 µM | actives 1.1% (n = 290,000); in the data active means inhibition above about 60%
pCIP destab = p/CIP-EGFP fusion destabilizers, primary screen, fluorescence, F442A cells; 16 h; decrease of EGFP signal, % at 10 µM; Q05BA5; actives 0.01% (n = 290,000);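 active means EGFP signal decrease of at least 30% at 10 µM or well 3 SD below plate mean, unless failing retest; inactive means the rest, including hits failing retest or dose response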; further: some compounds called inactive have numbers as strong as hits; many of its hits are not listed in these tables
IDE act = human IDE activators in live cells, primary screen, fluorescence polarization, HEK cells, FAbeta-B substrate; FAbeta-B cleavage; 0% vehicle, 100% cell-free pure enzyme wells; actives 0.073% (n = 340,000); AID 493087, 2011; Insulin-degrading enzyme (Homo sapiens), P14735; activation, % at 5.96 µM;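 active means activation above the mean of all tested compounds plus 3 SD, set per screening campaign, cut at about 17% in these data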
Target sequence (P14735 whole entry, looked up): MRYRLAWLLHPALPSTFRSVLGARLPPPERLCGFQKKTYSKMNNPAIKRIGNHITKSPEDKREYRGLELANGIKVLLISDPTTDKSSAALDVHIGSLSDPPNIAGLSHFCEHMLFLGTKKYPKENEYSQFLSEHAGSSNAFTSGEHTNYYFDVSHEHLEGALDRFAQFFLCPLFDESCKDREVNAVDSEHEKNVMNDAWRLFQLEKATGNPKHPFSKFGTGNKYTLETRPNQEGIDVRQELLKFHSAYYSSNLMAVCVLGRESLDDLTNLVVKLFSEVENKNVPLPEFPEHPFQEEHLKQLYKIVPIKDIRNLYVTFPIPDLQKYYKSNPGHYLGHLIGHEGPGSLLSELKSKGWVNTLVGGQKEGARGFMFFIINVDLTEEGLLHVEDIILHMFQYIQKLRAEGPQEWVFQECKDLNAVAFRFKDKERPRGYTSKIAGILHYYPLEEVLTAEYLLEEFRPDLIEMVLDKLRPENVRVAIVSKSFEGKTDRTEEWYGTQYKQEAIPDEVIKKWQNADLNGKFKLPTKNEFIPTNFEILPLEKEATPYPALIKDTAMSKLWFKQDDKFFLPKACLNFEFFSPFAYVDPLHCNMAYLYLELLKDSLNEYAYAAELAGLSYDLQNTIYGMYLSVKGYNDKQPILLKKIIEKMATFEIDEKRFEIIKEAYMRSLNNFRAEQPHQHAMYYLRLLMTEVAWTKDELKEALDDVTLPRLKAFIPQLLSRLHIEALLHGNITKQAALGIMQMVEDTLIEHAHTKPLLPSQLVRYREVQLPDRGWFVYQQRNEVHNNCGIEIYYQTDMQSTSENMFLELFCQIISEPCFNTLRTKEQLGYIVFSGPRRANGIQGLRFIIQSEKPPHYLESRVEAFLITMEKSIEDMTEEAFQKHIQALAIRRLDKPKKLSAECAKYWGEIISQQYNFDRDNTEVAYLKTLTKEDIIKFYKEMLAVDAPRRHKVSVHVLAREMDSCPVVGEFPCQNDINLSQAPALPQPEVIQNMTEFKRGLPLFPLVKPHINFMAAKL
IMP-1 inh = IMP-1 metallo-beta-lactamase inhibitors, primary screen, biochemical, epi-absorbance readout, Pseudomonas aeruginosa enzyme; metallo-beta-lactamase IMP-1 (Pseudomonas aeruginosa); purified IMP-1, nitrocefin hydrolysis, epi-absorbance fluorescence; inhibition, % at 5.6 µM; actives 0.45% (n = 290,000); AID 1556, 2009;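 active means inhibition above the mean plus 3 SD of all compounds in the same screening run, cut at about 4.5% in these data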;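 further: 0% = IMP-1 with DMSO and 100% = DMSO wells lacking enzyme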
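System: purified recombinant IMP-1 beta-lactamase. Medium: Zinc- and detergent-supplemented HEPES buffer, pH 7.1. Compound: one 5.6 µM dose […]. Schedule: 15 min preincubation plus 25 min reaction at 25 °C. Technique: Epi-absorbance fluorescence, 480 nm excitation, 530 nm emission.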
HCV NS3 hel inh = inhibitors of HCV NS3 helicase, primary screen, biochemical, Cy5 molecular beacon fluorescence | Hepatitis C virus NS3 helicase | NS3 helicase DNA unwinding | inhibition, % at 10.9 µM | actives 0.56% (n = 290,000) | AID 1800, 2009;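 active means inhibition above the mean of all tested compounds plus 3 SD, set per campaign, cut at about 35% in these data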;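 further: 0% = DMSO wells and 100% = thioflavine S control wells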
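Control set: DMSO versus 110 µM thioflavine S; Material: NS3 helicase fragment of HCV; Measured by: Cy5 fluorescence at 0 and 60 min, beacon hairpin quenching; Read-out basis: percent inhibition from t60/t0 fluorescence ratio; Times: reaction time 60 min, 25 °C; Repeats: single replicate; Compound dosing: single dose, 10.9 µM nominal final, DMSO 0.8% final.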
MEKK3 PB1 HTS = modulators of MEKK3-MEK5 PB1 binding, primary screen, biochemical, wildtype MEKK3, multiplex bead flow cytometry, Alexa488-MEK5 | Mitogen-activated protein kinase kinase kinase 3 (Homo sapiens), Q99759 | bead-based flow cytometry, Alexa488-MEK5 binding to MEKK3; actives lie on both sides; 0 = blocked by unlabeled MEK5, 100 = vehicle | binding response (% of control), % at 10 µM | actives 1.4% (n = 290,000);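 active means binding response more than 3 SD above or below the average of its plate-row segment, actives on both sides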;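 further: Alexa488 bead fluorescence after subtracting the streptavidin-only scavenger bead signal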
DNA FID counter = compounds displacing fluorescent DNA intercalator, primary screen, artefact control for HCV NS3 helicase inhibitor project, biochemical, FID fluorescence | inhibition, % at 7.9 µM | AID 1845, 2009 | actives 0.17% (n = 290,000) | DNA fluorescent intercalator displacement; in the data active means inhibition above about 37%;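 further: 0% = vehicle and 100% = reference compound; higher means more ethidium bromide displaced from hairpin DNA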
UBC9 SUMO inh = inhibitors of in vitro SUMOylation cascade, primary screen, biochemical, HTRF, uHTS | SUMO-conjugating enzyme UBC9 (Homo sapiens), P63279 | HTRF SUMOylation assay, SAE1/SAE2 + UBC9 | inhibition, % at 35 µM | actives 0.36% (n = 290,000); in the data active means inhibition above about 50%, passing the limit was not always enough; further: strong numbers were not always called active
Active calls of the source: *; . = not tested or not shown. Some of the compounds tested, so the mix of outcomes need not match the whole.

Structure	VIM-2 inhibitor	PHOSPHO1 block	pCIP destab	IDE act	IMP-1 inh	HCV NS3 hel inh	MEKK3 PB1 HTS	DNA FID counter	UBC9 SUMO inh
Cc1ccc(OCC(=O)NNC(=O)CSc2ncc(C#N)c(N)n2)cc1	0.2	-12.0	2.3	0.1	-4.5	-5.8	97.0	0.3	-10.6
O=C(COc1cccnc1[N+](=O)[O-])Nc1ccc(S(=O)(=O)N2CCOCC2)cc1	-2.6	-37.5	-5.0	6.5	-3.0	-0.7	109.0	1.3	6.6
COC(=O)C(C(=O)OC)=C(/C=C/C=C/N(C)C)N(C)C	-2.6	4.7	-7.7	0.7	-2.4	10.9	105.0	-7.6	-7.9
CC(=O)N1c2ccc(Cl)cc2C2C=CCC2C1c1cccc2ccccc12 (stereo unspecified)	-5.0	-18.2	-10.1	3.5	0.2	-11.9	105.0	-31.9	0.1
CCC1(c2ccc(Cl)cc2)NC(=S)N(c2ccc(C)c(C)c2)N1 (stereo unspecified)	-3.7	67.6*	-11.1	4.5	-3.6	13.0	100.0	-8.8	10.9
CSc1sc(C)cc1C1C(C#N)=C(N)N(c2cccnc2)C2=C1C(=O)CC(C)(C)C2 (stereo unspecified)	-0.1	20.7	0.2	-1.5	0.1	-8.9	106.0	-16.0	6.9
CCCCn1c(SCC(=O)Nc2nnc(CC)s2)nc2c1c(=O)n(C)c(=O)n2C	-2.3	20.3	-9.1	6.7	-0.9	-3.2	87.0	1.4	8.1
Brc1ccc(CNCC2CCCO2)cc1 (stereo unspecified)	1.1	34.3	13.2	0.7	-2.1	-0.8	102.0	-3.7	5.8
Cc1ccc(C(=O)NCCN2CCOCC2)cc1Cl	-2.1	6.7	-1.2	4.8	2.1	-6.6	88.0	0.9	-7.2
O=C(Nc1ccc(S(=O)(=O)N2CCOCC2)cc1)c1ccc([N+](=O)[O-])o1	-1.2	28.1	-17.1	8.6	-1.9	0.4	109.0	4.4	12.1
Cc1c(NC(=O)C(C)n2cc([N+](=O)[O-])cn2)c(=O)n(-c2ccccc2)n1C (stereo unspecified)	-3.6	44.0	-6.8	2.2	-1.1	3.4	124.0	-10.2	4.4
COc1ccc(C)cc1NC(=O)CN1CCN(S(=O)(=O)c2ccc(Cl)cc2)CC1	-2.5	3.7	-0.6	-8.6	-2.3	-8.7	100.0	1.0	-14.9
COc1ccc(CSc2ncn[nH]2)cc1[N+](=O)[O-]	-0.2	5.7	-7.0	3.6	-3.0	-1.9	100.0	-1.5	19.0
Cc1ccc(S(=O)(=O)/N=C(/c2ccccc2)N(C)C)c(C)c1	-2.2	19.0	-0.9	-1.8	-1.4	-2.3	103.0	-13.0	-9.6
Clc1ccc(Oc2nc(N3CCOCC3)nc(N3CCOCC3)n2)cc1	0.6	-7.4	1.2	-3.5	-1.5	1.6	100.0	-3.8	-7.3
O=C(COc1ccc2ccccc2c1)NNC(=O)C(=O)Nc1ccccc1	-0.6	3.0	-4.8	0.9	-2.2	19.0	99.0	-11.7	-9.8
CN(C)C(=O)c1c(NC(=O)c2ccco2)sc2c1CCCCC2	-1.2	1.7	-7.6	-0.1	-4.2	4.2	98.0	-7.9	20.0
COc1ccccc1N1CCN(c2ccc(Cl)nn2)CC1	0.0	-17.0	-16.1	3.1	-0.3	2.5	90.0	-5.2	9.3
CCCCCCOC(=O)c1ccccc1NC(=O)/C=C/C(=O)O	0.4	22.4	-13.6	-0.5	-2.2	-6.2	101.0	1.5	2.5
Oc1ccc2[nH]cnc2c1CN1CCCCC1	-4.7	31.3	-3.0	2.2	-0.2	-3.6	102.0	13.5	0.9
Cc1cc(NS(=O)(=O)c2ccc(NC(=O)c3cnc4scc(C)n4c3=O)cc2)nc(C)n1	0.1	2.1	8.0	4.8	-2.9	-4.2	108.0	-10.0	5.3
COc1ccccc1S(=O)(=O)c1c(C)cc(C)[nH]c1=O	-2.5	41.5	4.7	-0.9	-3.9	6.2	101.0	-2.7	-0.2
NC(=S)Nc1ccc2c(c1)OCO2	-2.1	16.3	-2.4	3.0	-1.6	-12.5	98.0	4.7	-0.7
COc1ccc(C(=O)N(C)c2c(C)n(C)n(-c3ccccc3)c2=O)cc1OC	-3.6	24.5	-17.2	6.6	-6.6	3.0	114.0	-1.4	-2.5
Cc1ccn2cc(-c3nonc3C)cc2c1	-4.1	-24.6	6.2	-0.1	-2.7	10.8	92.0	-13.2	5.5
COc1ccc2cc(C(c3nnnn3Cc3ccccc3)N3CCCCCC3)c(=O)[nH]c2c1 (stereo unspecified)	-3.0	93.7*	-2.9	-4.4	-0.3	-8.4	98.0	-2.9	14.5
O=C(CSc1nn(-c2ccccc2)c(=S)s1)NC1CCS(=O)(=O)C1 (stereo unspecified)	0.2	1.6	5.5	-3.2	2.3	5.8	106.0	4.3	-1.3
CN1CCN(/N=C/c2c3ccccc3c(Cl)c3ccccc23)CC1	3.5	-63.3	-4.3	0.7	0.0	-19.5	.	8.9	-0.7
O=C(NCc1nnc2c(C(F)(F)F)cc(Cl)cn12)c1ccc2c(c1)OCO2	-2.3	12.7	-6.1	4.0	-4.1	0.1	100.0	-23.2	-8.0
CCN(C(=O)COC(=O)c1c(-c2ccccc2)noc1C)C1CCS(=O)(=O)C1 (stereo unspecified)	-2.6	-20.8	-23.5	2.6	-2.0	-1.0	100.0	-9.8	-7.6
O=C(Nc1ccccc1)OCCOc1ccccc1Br	-0.6	8.3	5.2	5.7	0.7	1.0	102.0	-8.1	-12.6
CC(Sc1nc2ccccc2s1)C(=O)Nc1nnc(C(C)C)s1 (stereo unspecified)	-3.2	-6.0	2.7	0.3	-3.9	-10.5	100.0	-27.5	-13.0
CCC(Cc1ccccc1)NC(=O)C1CCN(c2nn3c(=O)cc(C)nc3s2)CC1 (stereo unspecified)	-7.0	-1.2	11.7	2.2	-3.3	11.6	101.0	-28.3	-11.5
CC12CC(NC(=O)N1c1cccc(C(=O)N3CCCCC3)c1)c1ccccc1O2 (stereo unspecified)	-2.0	27.6	-7.1	-4.6	-2.6	-1.7	103.0	-42.0	9.9
O=C(O)c1cc([N+](=O)[O-])ccc1Nc1ccccc1	5.9	-4.0	5.4	3.4	-0.7	14.0	97.0	-7.0	-6.2
Cc1nn(CC(=O)NCCCN2CCCCC2C)c(=O)c2cccn12 (stereo unspecified)	-2.3	18.5	5.6	5.2	-4.3	-10.9	101.0	-5.1	5.3
COc1ccc(C(=O)CC(=O)c2ccccc2O)cc1	-1.1	3.1	-1.9	4.5	-2.8	-7.5	103.0	-5.3	-2.3
COCCC(=O)N1CCC(Oc2ccc(C(=O)NCCSC)cc2)CC1	1.5	-5.5	9.8	2.4	-1.8	16.1	87.0	-16.4	-15.6
Cc1ccc2cc(C(c3nnnn3C3CCCC3)N3CCN(c4ccc(F)cc4)CC3)c(=O)[nH]c2c1 (stereo unspecified)	-0.7	-18.9	2.5	0.6	-0.3	-8.8	102.0	-11.9	46.6
CC(=O)N1CCN(Cc2nc3scc(-c4ccccc4)c3c(=O)[nH]2)CC1	-4.9	15.5	-10.9	8.5	-3.1	0.0	95.0	-13.9	18.3

Compound profiles, as listed above. Values in the order: VIM-2 inhibitor	PHOSPHO1 block	pCIP destab	IDE act	IMP-1 inh	HCV NS3 hel inh	MEKK3 PB1 HTS	DNA FID counter	UBC9 SUMO inh
Record of `COCCC(=O)N1CCC(Oc2ccc(C(=O)NCCSC)cc2)CC1` → 1.5	-5.5	9.8	2.4	-1.8	16.1	87.0	-16.4	-15.6
Record of `O=C(O)c1cc([N+](=O)[O-])ccc1Nc1ccccc1` → 5.9	-4.0	5.4	3.4	-0.7	14.0	97.0	-7.0	-6.2
Record of `Cc1nn(CC(=O)NCCCN2CCCCC2C)c(=O)c2cccn12` (stereo unspecified) → -2.3	18.5	5.6	5.2	-4.3	-10.9	101.0	-5.1	5.3

The list goes on.
Structure	VIM-2 inhibitor	PHOSPHO1 block	pCIP destab	IDE act	IMP-1 inh	HCV NS3 hel inh	MEKK3 PB1 HTS	DNA FID counter	UBC9 SUMO inh
COc1ccc(N(CC(=O)NC(C)(C)C)C(=O)CCC(=O)Nc2nccs2)c(OC)c1	1.3	33.9	3.9	-0.7	0.3	19.8	99.0	-46.3	-16.3
COc1ccc(N(C(=O)c2ccncc2)S(=O)(=O)c2ccc(Cl)cc2)cc1	-3.7	-3.5	-13.2	8.4	-2.5	-9.7	100.0	-29.4	3.4
CCOc1ccccc1/C=N/NC(=O)CNC(=O)c1cccs1	-2.5	-17.0	4.1	-3.0	-2.8	9.1	99.0	-9.7	1.0
CCO[C@H]1OC(C(=O)Nc2ccccc2)=C[C@@H](c2ccc(C(F)(F)F)cc2)[C@@H]1CCCO	-2.5	27.7	-7.5	1.2	-0.9	-16.4	97.0	-22.7	-9.8
Cc1cc(Br)ccc1OCC(=O)NNC(=O)C(=O)Nc1ccccc1	-6.1	32.8	-8.1	4.3	-1.5	2.6	99.0	2.3	16.1
O=C1CCC([N+](=O)[O-])C(c2ccc3c(c2)OCO3)N1 (stereo unspecified)	-3.3	8.9	9.3	-3.7	0.5	-2.1	92.0	2.8	-2.1
Cc1ccccc1OCC(=O)N/N=C/c1ccc([N+](=O)[O-])o1	-5.3	-1.8	-12.1	2.5	-1.8	35.5	101.0	-17.9	7.3
COc1ccccc1-n1c(SCC(=O)NC(C)(C)C)nnc1-c1ccco1	-1.1	-14.1	-6.3	4.8	-2.2	-2.5	96.0	-37.0	-2.8
O=C(O)CC1C(=O)NCCN1CCCc1ccccc1 (stereo unspecified)	-0.7	8.2	-4.2	-3.0	-3.3	1.9	108.0	-2.3	-6.2
CCCn1c(=O)c2ccccc2n2c(=S)[nH]nc12	0.0	-60.0	3.5	0.4	-1.0	5.8	102.0	-3.8	-19.8
NC(=O)C1CCN(c2oc(/C=C/c3ccccc3)nc2S(=O)(=O)c2ccccc2)CC1	-0.9	18.4	-15.3	2.6	-1.4	-5.4	102.0	-30.3	17.6
CC(CNC(=O)c1ccc(NC2=NC3CS(=O)(=O)CC3S2)cc1)c1ccccc1 (stereo unspecified)	-0.6	-3.5	7.2	-8.4	-1.4	8.3	99.0	-14.1	10.6
CCOc1ccc(S(=O)(=O)N2CCCC(C(=O)NCc3ccccn3)C2)cc1 (stereo unspecified)	-1.2	22.4	-5.3	3.2	-1.9	4.9	100.0	-21.9	0.1

Bioassay records as filed in PubChem BioAssay.
